RGS8-Gao: RGS8-Galphao binding modulators, primary screen, biochemical, multiplexed bead flow cytometry; actives lie on both sides; response (percent of control binding), % at 10 µM; 220,000 tested, 0.34% active; AID 1423, 2008; in the data active = response below about 60% or above about 140%; inactive = in between;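 also: Galphao activated as the GDP aluminium fluoride complex binding bead-coupled RGS8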
Bim-Bcl-2: inhibitors of Bim-Bcl-2 binding, primary screen, biochemical, multiplexed, human Bcl-2 family; Apoptosis regulator Bcl-2 (Homo sapiens), P10415; Bead-based flow cytometry, Bim peptide-Bcl-2 binding; inhibition, % at 10 µM; 190,000 tested, 0.06% active; in the data active = inhibition above about 40%; inconclusive = no clear call, values can overlap the other calls;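 also: 0% = no compound wells with probe peptide and 100% = reference peptide inhibitor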
Target sequence (P10415 whole entry, looked up): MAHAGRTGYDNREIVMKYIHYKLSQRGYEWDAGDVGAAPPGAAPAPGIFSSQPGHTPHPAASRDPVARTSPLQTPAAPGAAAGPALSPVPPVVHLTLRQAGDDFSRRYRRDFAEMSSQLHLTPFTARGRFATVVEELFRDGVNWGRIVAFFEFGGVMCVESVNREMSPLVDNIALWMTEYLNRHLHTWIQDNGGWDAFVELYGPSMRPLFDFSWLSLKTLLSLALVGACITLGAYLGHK
Bcl-XL Bim block: inhibitors of Bim-Bcl-XL binding, primary screen, biochemical, multiplexed, bead flow cytometry, human Bcl-XL; Bim peptide-Bcl-XL binding, fluorescence; 190,000 tested, 0.04% active; inhibition, % at 10 µM
Mcl1 Noxa PPI: Mcl-1/Noxa binding inhibitors, primary screen, biochemical, TR-FRET, 1536-well | inhibition, % at 21.7 µM | 220,000 tested, 1.5% active | TR-FRET Mcl-1/Noxa peptide binding, 2 h;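 active = compounds that cut the protein-peptide binding signal by more than 50% relative to plate controls in a single-dose test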;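 also: His-tagged Mcl-1 with rhodamine Noxa BH3 peptide and terbium anti-His antibody; 0% = Mcl-1 plus Noxa peptide wells and 100% = peptide-only wells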
Target sequence (Q07820 whole entry, looked up): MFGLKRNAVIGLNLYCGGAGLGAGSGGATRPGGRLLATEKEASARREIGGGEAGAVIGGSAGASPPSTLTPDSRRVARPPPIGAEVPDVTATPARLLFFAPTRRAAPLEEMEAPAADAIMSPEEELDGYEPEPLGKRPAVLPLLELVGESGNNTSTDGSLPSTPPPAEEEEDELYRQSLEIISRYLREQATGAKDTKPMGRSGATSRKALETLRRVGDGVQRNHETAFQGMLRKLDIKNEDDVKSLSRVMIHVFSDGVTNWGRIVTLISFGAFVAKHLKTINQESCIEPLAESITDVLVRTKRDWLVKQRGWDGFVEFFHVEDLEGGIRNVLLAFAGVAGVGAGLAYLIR
Bim-Bfl-1: inhibitors of Bim binding to Bfl-1, primary screen, biochemical, multiplexed, bead-based flow cytometry. 190,000 tested, 0.12% active. AID 1008, 2008. Bcl-2-related protein A1 (Homo sapiens), Q16548. inhibition, % at 10 µM. Bim-Bfl-1 binding inhibition;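 also: 0% = wells without compound plus tracer and 100% = blocker peptide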
RGS7-Gao: RGS7-Galphao binding modulators, primary screen, biochemical, multiplexed bead flow cytometry. Guanine nucleotide-binding protein G(o) subunit alpha (Homo sapiens), P09471. actives lie on both sides. 220,000 tested, 0.35% active. AID 1439, 2008. binding response (% of control), % at 10 µM; in the data active = binding response below about 49% or above about 150%; inconclusive = no clear call, values can overlap the other calls; inactive = in between;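 also: fluorescent Galphao held in activated GDP-AlF4 state binding bead-coupled RGS7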
RGS4-Gao reg: modulators of RGS4 binding to Galphao, primary screen, biochemical, multiplexed bead flow cytometry; 220,000 tested, 0.33% active; binding response (% of control), % at 10 µM; actives lie on both sides; Guanine nucleotide-binding protein G(o) subunit alpha (Homo sapiens), P09471; in the data active = binding response below about 49% or above about 150%; inactive = in between;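 also: fluorescent Galphao activated with aluminum fluoride binding bead-coupled RGS4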
Bim-Bcl-B: inhibitors of Bim-Bcl-B binding, primary screen, biochemical, multiplexed, human Bcl-2 family; Bcl-2-like protein 10 (Homo sapiens), Q9HD36; AID 951, 2007; inhibition, % at 10 µM; bead-based flow cytometry, Bim peptide-Bcl-B binding; 190,000 tested, 0.073% active;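 also: 0% = tracer peptide without compound and 100% = reference inhibitor peptide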
Target sequence (Q9HD36 whole entry, looked up): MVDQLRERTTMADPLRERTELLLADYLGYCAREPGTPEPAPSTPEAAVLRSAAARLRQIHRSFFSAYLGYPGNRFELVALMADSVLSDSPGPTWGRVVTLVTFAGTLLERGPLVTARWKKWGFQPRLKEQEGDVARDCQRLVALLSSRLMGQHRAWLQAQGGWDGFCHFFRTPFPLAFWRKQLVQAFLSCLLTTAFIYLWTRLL
Bim-Bcl-W: inhibitors of Bim binding to Bcl-W, primary screen, biochemical, multiplexed, bead-based flow cytometry; Bcl-2-like protein 2 (Homo sapiens), Q92843; Bim peptide-Bcl-W binding; inhibition, % at 10 µM; 190,000 tested, 0.02% active;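 also: 0% = bound tracer without compound and 100% = peptide blocker; higher means less fluorescent Bim peptide bound to Bcl-W beads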
Target sequence (Q92843 whole entry, looked up): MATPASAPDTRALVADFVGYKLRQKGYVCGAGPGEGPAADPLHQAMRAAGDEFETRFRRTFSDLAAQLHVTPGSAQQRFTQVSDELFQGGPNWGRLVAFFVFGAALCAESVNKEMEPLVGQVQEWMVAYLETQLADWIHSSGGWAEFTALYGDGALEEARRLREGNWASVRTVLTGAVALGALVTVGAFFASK
Mcl-1 Bim block: inhibitors of Bim peptide binding to Mcl-1, primary screen, biochemical, bead-based flow cytometry, multiplex; Induced myeloid leukemia cell differentiation protein Mcl-1 (Homo sapiens), Q07820; Bim peptide-Mcl-1 binding; inhibition, % at 10 µM; 190,000 tested, 0.1% active; AID 1009, 2008;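 also: 0% = no compound tracer wells and 100% = peptide blocker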
Mcl1-Bid inh: Mcl-1/Bid binding inhibitors, primary screen, biochemical, TR-FRET, 1536-well; Induced myeloid leukemia cell differentiation protein Mcl-1 (Homo sapiens), Q07820; TR-FRET Mcl-1/Bid-Dy647 peptide binding; inhibition, % at 21.7 µM; 220,000 tested, 0.97% active; AID 1021, 2008;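 active = compounds that cut the binding signal by more than half at the single screening dose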;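 also: His-tagged Mcl-1 with europium anti-His antibody binding Bid BH3 peptide; 0% = Mcl-1 plus peptide wells and 100% = peptide-only wells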
* hit, by the source's call; ? = inconclusive; nt = no result given. Rule as the data show it, unless noted: active = inhibition above about 40%.

SMILES	RGS8-Gao	Bim-Bcl-2	Bcl-XL Bim block	Mcl1 Noxa PPI	Bim-Bfl-1	RGS7-Gao	RGS4-Gao reg	Bim-Bcl-B	Bim-Bcl-W	Mcl-1 Bim block	Mcl1-Bid inh
CC(Oc1ccccc1)C(=O)Nc1ccccc1F (centres undefined)	96	1	-8	16	0	112	121	-1	0	0	-18
CC1=NN(C(N)=S)C(=O)C1N=Nc1ccc(O)cc1 (centres undefined)	109	5	3	78*	2	108	108	0	6	3	-39
COc1ccc(CC2(CO)CCN(Cc3ccc(NC(C)=O)cc3)CC2)cc1	99	-3	0	8	-7	104	104	-4	0	-2	-29
COc1ccc(-n2c(SCc3cccnc3)nc3c(c2=O)SCC3)cc1OC	97	2	2	-6	0	96	99	3	4	3	-31
O=C(CSc1nnc(-c2ccc(O)cc2)n1Cc1ccco1)N1CCc2ccccc2C1	102	-6	-1	10	-8	103	106	-5	4	1	-22
NS(=O)(=O)c1cccc(NC(=O)CN2CCN(Cc3ccc4c(c3)OCO4)CC2)c1	103	-8	-7	26	-18	100	103	-7	-1	-3	-24
O=C(/C=C/c1ccccc1[N+](=O)[O-])Nc1ccccc1	100	0	2	12	0	106	100	0	1	0	-12
Cc1cccc(NC(=O)CSc2nnc(NC(=O)CN3CCOCC3)s2)c1	99	0	5	3	0	105	104	0	4	4	-26
O=C(O)c1ccc(/C=C2\SC(=S)N(Nc3ccccc3)C2=O)cc1	101	nt	nt	15	nt	?	105	nt	nt	nt	-15
CCOc1ccc(OCC)c(NC(=O)Cn2c(C)nc3ccccc3c2=O)c1	99	-6	-1	-7	-7	98	100	-2	-1	-1	-15
Cn1c(=O)[nH]c(=O)c2c1nc(N1CCCCC1)n2CCCSc1nc2ccccc2s1	99	-4	-3	-1	-11	97	95	-3	0	1	-42
O=C(NC1CCCC1)C1=COCCO1	101	-2	0	12	-9	110	104	-7	0	1	-32
Cn1c(CN2CCCC2)nc2cc(NS(=O)(=O)c3ccc(Cl)cc3)ccc21	102	3	2	-7	6	104	103	4	-2	0	-18
O=C(Oc1ccc(C(=S)N2CCCCC2)cc1)c1ccccc1	99	-3	-6	-13	2	106	102	-22	-2	-4	-25
C(=NC12CN3CN(CN(C3)C1)C2)c1ccc2c(c1)OCO2	102	-7	-3	6	-12	99	99	-8	-1	1	-4
COc1ccc(Cl)cc1NC(=O)CC(C)c1ccccc1 (centres undefined)	102	-12	-4	5	-18	97	102	-10	0	-5	-1
COc1cc(C(=O)NNC(=O)c2ccc(S(=O)(=O)N3CCCCC3)cc2)cc(OC)c1OC	103	4	-4	23	7	96	100	3	-3	-4	-19
O=C(Cc1ccccc1)Nc1ccc(SC(F)F)cc1	102	-3	-10	-6	-1	101	100	-7	-5	-3	4
O=C(CSc1ccc(Cl)cc1)NN=C1CCCCCC1	101	-1	-2	-1	-6	102	102	-4	-4	-1	-14
O=c1[nH][nH]c2nc(C(F)(F)F)cc(C(F)(F)F)c12	99	-15	-10	-3	-20	100	101	-8	-1	-7	6
CCc1cc(=O)oc2cc(OCC(N)=O)c(Cl)cc12	102	-9	-14	0	-12	101	97	-6	-3	-2	12
CN1CCN(C(=O)/C(=C\c2ccc3c(c2)OCO3)NC(=O)c2cccs2)CC1	105	0	-1	4	-6	99	102	0	0	0	-14
Cc1ccc(-c2nnn(CC(=O)N(Cc3ccccc3F)C(C(=O)NC3CCCC3)c3ccncc3)n2)o1 (centres undefined)	108	-1	-3	28	0	110	108	-3	-6	-5	-3
O=C(Nc1ccc(Cl)cc1)c1cc(S(=O)(=O)N2CCOCC2)cs1	97	-18	-8	-5	-15	96	96	-34	2	-114	-46
COC(=O)c1cccc(NC(=O)C(C)N2C(=O)c3ccccc3C2=O)c1 (centres undefined)	104	-2	-1	19	-5	103	109	-2	1	0	-3
Going on with the list.
SMILES	RGS8-Gao	Bim-Bcl-2	Bcl-XL Bim block	Mcl1 Noxa PPI	Bim-Bfl-1	RGS7-Gao	RGS4-Gao reg	Bim-Bcl-B	Bim-Bcl-W	Mcl-1 Bim block	Mcl1-Bid inh
Oc1c(Cl)cc(Cl)c(Cl)c1Cc1c(O)c(Cl)cc(Cl)c1Cl	103	2	-2	104*	0	100	101	-1	-1	-2	100*
COc1ccc(CCNC(=S)NCc2cccs2)cc1OC	98	0	-6	4	-6	98	95	-9	-2	-2	-59
COc1ccc(CN2CN(S(=O)(=O)c3ccccc3)c3nc4ccccc4nc32)cc1	101	nt	nt	11	nt	?	103	nt	nt	nt	-11
COc1ccccc1NC(=S)c1ccccc1	102	-4	-6	12	0	105	105	-16	-3	-7	-10
Cn1c(=O)c2c(nc(NCc3ccc4c(c3)OCO4)n2Cc2ccccc2Cl)n(C)c1=O	98	-12	-7	5	-14	99	101	-13	-1	-4	-34
Cc1ccc([N+](=O)[O-])cc1S(=O)(=O)N1CCCCC1C(=O)O (centres undefined)	96	0	-1	-4	-5	95	97	-3	1	0	3
O=S(=O)(NCC1CCCO1)c1cc(Cl)ccc1Cl (centres undefined)	101	-11	-9	1	-19	98	102	-9	-2	-4	-16
CN(C)c1cccc(C(=O)OC(C(=O)Nc2ccc([N+](=O)[O-])cc2Br)c2ccccc2)c1 (centres undefined)	99	-9	-2	-9	-6	98	99	-6	-2	-3	-16
Cc1cc(C)cc(NC(=O)c2snc3c(=O)[nH]cnc23)c1	98	-7	-4	7	-13	83	74	-7	0	3	0
CC(C)(C)NC(=O)NC(=O)COc1ccccn1	98	0	-5	17	0	97	93	-4	-7	0	3
O=C(NCCCn1ccnc1)/C(=C/c1ccco1)NC(=O)c1ccco1	98	nt	nt	0	nt	?	89	nt	nt	nt	-42
COc1ccc([N+](=O)[O-])cc1NC(=O)CCc1ccccc1	102	-2	-7	-25	-2	104	103	-3	-3	-2	-5
N/C(=N\OC(=O)Cc1ccccc1)c1cccnc1	100	-3	0	10	-12	102	102	-6	1	0	-16
CCOC(=O)C(CC)(CC)C(=O)/C=C/c1ccc(OC)cc1	103	nt	nt	-11	nt	?	108	nt	nt	nt	-12
Cc1cc(NCc2ccccc2Cl)n2nnnc2n1	102	-10	3	-5	-9	104	103	-6	0	1	5
O=C(c1cc(-c2cccs2)nc2ccccc12)N1CCN(c2ccccc2)CC1	101	-1	-2	8	-2	?	101	-6	0	-2	-8
CC(C)CNC(=O)c1ccc(NC(=O)c2cccs2)cc1	99	-2	-4	3	0	99	100	-6	0	-2	-20
COc1ccc(C2C(C#N)=C(C)NC3=C2C(=O)c2ccccc23)cc1 (centres undefined)	91	3	3	14	3	94	93	0	-1	-1	-17
O=S(=O)(c1cc(Cl)sc1Cl)N1CCCC1	100	nt	nt	-11	nt	?	103	nt	nt	nt	15
COc1ccc(C(=O)NCc2oc(-c3ccccc3)cc2C(=O)O)cc1	101	-3	-9	8	-14	105	102	-9	-1	-3	-46
COC(=O)c1ccc(CNC(=O)CSc2nnc(COc3ccccc3)n2C)o1	98	-9	-2	9	-11	101	96	-9	1	-1	-20
O=C(Nc1ccc(Sc2ccc(Br)cc2)cc1)c1ccco1	100	-2	-1	-14	-2	101	101	-1	0	-5	5
CC1CN(C(=O)COC(=O)c2ccc(N)c([N+](=O)[O-])c2)CC(C)O1 (centres undefined)	94	-3	-1	-16	-1	94	92	0	0	-5	-11
O=C(/C=C/C=C/c1ccccc1)c1ccco1	114	nt	nt	12	nt	?	121	nt	nt	nt	-10
CCOc1ccc(NC(=S)N2CCN(C/C=C/c3ccccc3)CC2)cc1	101	-5	-8	1	-7	?	98	-14	-6	-4	-49
(next part)
SMILES	RGS8-Gao	Bim-Bcl-2	Bcl-XL Bim block	Mcl1 Noxa PPI	Bim-Bfl-1	RGS7-Gao	RGS4-Gao reg	Bim-Bcl-B	Bim-Bcl-W	Mcl-1 Bim block	Mcl1-Bid inh
CCOc1ccc(-c2nc(-c3cccs3)c(CC(=O)O)s2)cc1OC	105	-1	-6	7	-4	108	105	-2	-1	-3	-3
O=C(CSc1nc2ccccc2s1)CSc1nc2ccccc2s1	99	-14	-5	11	-17	102	99	-13	-4	-4	-59
S=c1[nH]ncn1/N=C/c1ccccc1	98	-6	-1	23	-6	101	104	-8	-2	-4	-3
CCC(=O)N1CCc2cc(Br)cc(S(=O)(=O)CCC(=O)NCCc3ccccc3)c21	98	-9	-8	-17	-16	96	97	-7	-2	-1	-14
Cc1cc(NC(=O)CSc2ccc3nnc(-c4ccc(Cl)cc4)n3n2)no1	96	-2	-3	16	0	96	96	-6	-5	-5	2
Cc1ccc(C2=NN(CC(=O)NCc3ccco3)C(=O)CC2)cc1	101	-8	-8	11	-13	98	101	-13	-3	-1	-20
CC1CCc2sc(C(=O)OCC(=O)NCc3ccc(F)cc3)cc2C1 (centres undefined)	100	-8	-5	0	-7	99	100	-7	-3	-1	-10
CC(C)(C)c1ccc(-c2nc(NCc3cccnc3)c3ccccc3n2)cc1	107	-1	-1	6	-5	110	110	-3	-1	-2	4
CC1(C)CC(=O)C(C=NCCCN2CCCC2=O)=C(O)C1	100	-10	-10	6	-15	101	102	-9	0	-3	-13
CN(C)c1ccc(/C=C(/NC(=O)c2ccccc2)C(=O)N/N=C/c2ccc([N+](=O)[O-])c(O)c2)cc1	103	-4	-10	39	-7	97	99	-5	2	0	-107
Cc1cc(C)n(C(=O)c2cc3sccc3[nH]2)n1	95	-1	2	15	1	96	98	2	4	7	-29
O=C(O)C1C2C=CC(O2)C1C(=O)Nc1ccc(S(=O)(=O)N2CCc3ccccc32)cc1 (centres undefined)	102	-6	-7	20	-14	103	100	-9	-2	-2	4
Cc1cccc(CN2CCC(CNC(=O)C3CCCN(S(=O)(=O)c4cnc[nH]4)C3)CC2)c1 (centres undefined)	95	-4	-5	3	-7	95	95	-6	-3	-2	-9
Cc1sc(NC(=O)CSc2nnc(C(C)C)n2C)c(C#N)c1C	97	-5	0	15	-3	95	98	-2	-1	-3	-18
COc1c2c(c(C)c3c1C(=O)OC3)O[C@@]1(C)CC[C@@]3(O)C(C)(C)OC(=O)CC[C@]3(C)[C@H]1C2	89	nt	nt	19	nt	?	63	nt	nt	nt	-37
COC(=O)/C(C#N)=C/c1c(Oc2cccc(C)c2)nc2ccccn2c1=O	100	nt	nt	-17	nt	?	99	nt	nt	nt	-3
COC(=O)[C@@H](NC(=O)NC1CCCCC1C)C(C)C (some centres undefined)	101	nt	nt	2	nt	?	102	nt	nt	nt	-3
COc1ccc2[nH]c(=O)c(CNc3ccccc3OC)cc2c1	102	nt	nt	39	nt	?	103	nt	nt	nt	-114
CCC(NC(=O)N(Cc1ccccc1)Cc1ccc2c(c1)OCO2)(C(F)(F)F)C(F)(F)F	105	-5	-7	-3	-4	92	101	-7	-1	-1	-27

Source: PubChem BioAssay
